IMP-1 inhibitor: inhibitors of Pseudomonas aeruginosa IMP-1 metallo-beta-lactamase; 290,000 tested, 0.45% active; inhibition, % at 5.6 µM; purified IMP-1, nitrocefin hydrolysis, epi-absorbance fluorescence;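 active means inhibition above the mean plus 3 SD of all compounds in the same screening run, cut at about 4.5% in these data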;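 further: 0% = IMP-1 with DMSO and 100% = DMSO wells lacking enzyme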
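System: Purified IMP-1 | Read-out basis: Percent enzyme inhibition | Controls: IMP-1 with DMSO as 0%, enzyme-free DMSO as 100% | Replicates: One well per compound | Doses: 5.6 µM nominal single concentration | Detection: Epi-absorbance fluorescence, 480 nm excitation, 530 nm emission | Incubation: 25 °C, 15 min preincubation, 25 min reaction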
SUMO HTRF inh: blocks human SUMOylation mediated by UBC9; AID 2006; P63279; 290,000 tested, 0.36% active; inhibition, % at 35 µM; HTRF SUMOylation assay, SAE1/SAE2 + UBC9, in vitro; in the data active means inhibition above about 50%, passing the limit was not always enough; further: strong numbers were not always called active
IDE act: activators of human insulin-degrading enzyme in cells; P14735; HEK cells, FAbeta-B cleavage, fluorescence polarization; 0% vehicle, 100% cell-free pure enzyme wells; activation, % at 5.96 µM; 340,000 tested, 0.073% active; AID 493087;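 active means activation above the mean of all tested compounds plus 3 SD, set per screening campaign, cut at about 17% in these data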
Target sequence (P14735 whole entry, looked up): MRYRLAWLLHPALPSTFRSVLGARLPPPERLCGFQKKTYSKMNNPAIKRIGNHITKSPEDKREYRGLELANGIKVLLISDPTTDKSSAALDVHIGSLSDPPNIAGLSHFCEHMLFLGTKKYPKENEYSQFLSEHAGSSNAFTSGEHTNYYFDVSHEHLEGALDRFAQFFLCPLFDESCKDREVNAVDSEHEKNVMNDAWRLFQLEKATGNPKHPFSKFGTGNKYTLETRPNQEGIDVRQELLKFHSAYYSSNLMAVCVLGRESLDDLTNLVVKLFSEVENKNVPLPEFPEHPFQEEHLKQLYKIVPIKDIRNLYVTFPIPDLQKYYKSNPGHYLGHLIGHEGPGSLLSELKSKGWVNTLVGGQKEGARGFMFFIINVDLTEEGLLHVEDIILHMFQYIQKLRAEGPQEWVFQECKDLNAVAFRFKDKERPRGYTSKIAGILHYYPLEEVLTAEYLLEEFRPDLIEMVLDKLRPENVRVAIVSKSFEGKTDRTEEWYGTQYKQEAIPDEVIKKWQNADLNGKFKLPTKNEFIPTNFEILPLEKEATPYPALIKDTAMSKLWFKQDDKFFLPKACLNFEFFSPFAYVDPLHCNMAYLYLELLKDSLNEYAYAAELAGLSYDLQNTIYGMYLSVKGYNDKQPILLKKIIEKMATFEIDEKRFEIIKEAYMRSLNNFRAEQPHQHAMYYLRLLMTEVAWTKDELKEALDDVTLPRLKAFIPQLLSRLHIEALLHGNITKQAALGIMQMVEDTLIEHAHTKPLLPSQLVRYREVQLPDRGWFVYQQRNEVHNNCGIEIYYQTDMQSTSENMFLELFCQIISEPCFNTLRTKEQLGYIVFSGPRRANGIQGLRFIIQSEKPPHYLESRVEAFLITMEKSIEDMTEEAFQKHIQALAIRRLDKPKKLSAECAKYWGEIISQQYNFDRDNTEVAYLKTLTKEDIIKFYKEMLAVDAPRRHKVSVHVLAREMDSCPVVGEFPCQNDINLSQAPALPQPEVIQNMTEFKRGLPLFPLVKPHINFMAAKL
GalR3 antag: blocks the human galanin receptor 3; HEK293 GalR3-CNG cAMP membrane potential fluorescence; galR3 body fused to GalR1 C-terminus; 360,000 tested, 0.44% active; inhibition, % at 3 µM;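 active means inhibition above the screen-wide average plus 3 SD, cut at about 13% in these data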;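 further: forskolin and galanin both at EC90 stimulate the cells; cAMP rise reported by CNG channel membrane potential dye signal; 0% = forskolin plus galanin with DMSO and 100% = forskolin alone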
NS3 helicase inh: inhibitors of Hepatitis C virus NS3 helicase | NS3 helicase DNA unwinding, Cy5 molecular beacon fluorescence | inhibition, % at 10.9 µM | 290,000 tested, 0.56% active;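 active means inhibition above the mean of all tested compounds plus 3 SD, set per campaign, cut at about 35% in these data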;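 further: 0% = DMSO wells and 100% = thioflavine S control wells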
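System: Hepatitis C virus NS3 helicase domain fragment enzyme | Reagent: Annealed dual-labelled DNA beacon duplex, ATP-started | Compound dosing: 10.9 µM single point, 0.8% DMSO | Incubation: 1 h reaction at 25 °C, ATP-initiated | Technique: Cy5 fluorescence | Evaluation: Percent inhibition from t60/t0 fluorescence ratio | Benchmarks: Low DMSO, high thioflavine S at 110 µM | Replication: Singlicate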
p-CIP stab down: compounds decreasing mouse p/CIP protein stability; Q05BA5; F442A p/CIP-EGFP cells, EGFP fluorescence, 16 h; decrease of EGFP signal, % at 10 µM; 290,000 tested, 0.01% active; AID 1984;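 active means EGFP signal decrease of at least 30% at 10 µM or well 3 SD below plate mean, unless failing retest; inactive means the rest, including hits failing retest or dose response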; further: some compounds called inactive have numbers as strong as hits; many of its hits are not listed in these tables
CRFR2-BP antag: blocks CRF-induced signaling of the CRF-BP/CRF-R2 complex | 350,000 tested, 0.59% active | AID 588475 | HEK293 CRF-R2/CRF-BP, CRF-induced calcium fluorescence | inhibition, % at 11.8 µM;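 active means inhibition of the ligand-induced calcium signal above about 50% at the single tested concentration, limit read from the data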
VIM-2 inhibitor: blocks Pseudomonas aeruginosa VIM-2 metallo-beta-lactamase. purified VIM-2, nitrocefin hydrolysis, epi-absorbance fluorescence. inhibition, % at 5.6 µM. 290,000 tested, 0.89% active;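 active means inhibition above the mean of all tested compounds plus 3 SD, cutoff set per screening run, cut at about 7.5% in these data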;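 further: red hydrolysis product quenches plate fluorescence so inhibitors raise well fluorescence; 0% = enzyme with DMSO and 100% = DMSO without enzyme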
IDE cell inh: inhibits human insulin-degrading enzyme in HEK cells; FAbetaB cleavage, fluorescence polarization; inhibition, % at 5.59 µM; 320,000 tested, 0.41% active;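 active means percent inhibition above the average of all tested compounds plus 3 SD, set per screening campaign, cut at about 16% in these data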;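 further: IDE supplied by intact live HEK cells; FP after avidin binding of uncleaved biotin substrate so inhibition keeps polarization high; 0% = DMSO wells and 100% = 60 µM reference IDE inhibitor Ii1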
Active calls of the source: *; / = no result given.

SMILES	IMP-1 inhibitor	SUMO HTRF inh	IDE act	GalR3 antag	NS3 helicase inh	p-CIP stab down	CRFR2-BP antag	VIM-2 inhibitor	IDE cell inh
CC(=O)c1ccc(C)cc1OC(=O)c1cccc(F)c1	-2.8	0	1	-6	0	4	38	1.4	-2
CCO[C@@H]1OC(C(=O)N2CCOCC2)=C[C@H](c2ccc(C(F)(F)F)cc2)[C@H]1CCCO	-2.2	-5	-9	-3	1	-14	0	-1.2	3
COc1cc2c(cc1OC)n(CC(=O)NC1CCCCCC1)n1c(C)cc(=O)nc21	-2.8	29	6	-5	4	-13	-8	-0.2	-3
COc1ccc(CN(CC2CCC(C(=O)O)CC2)C(=S)Nc2ccccc2C)cc1 (stereo unspecified)	-2.7	11	5	-5	-2	12	-5	-1.6	-9
Cc1cc(NC(=O)Nc2c[nH]c(=O)[nH]c2=O)ccc1Br	-1.6	30	4	-10	-12	-4	-8	-1.5	-5
Cc1cc(C)c2c(N)c(C(=O)N/N=C/c3cccnc3)sc2n1	-0.4	8	/	3	0	9	-9	1.1	1
COc1cc(Cl)ccc1OCc1cc(C(=O)N2CCN(C)CC2)no1	-1.5	4	-8	-8	-2	-3	-15	-0.5	1
O=C(Nc1ccc(O)cc1)c1ccc(NC(=O)c2ccco2)cc1	-2.7	-7	-1	-5	7	-5	-14	-0.8	3
Cc1oc(-c2cccs2)nc1CN1CCC(C(=O)N2CCCC2)CC1	-1.0	1	5	-1	-6	-1	-1	-2.8	2
O=C1CCC(=O)N1c1ccccc1	-3.9	13	2	-10	-6	-13	7	-1.4	4
Cc1ccc(NC(=O)CC2(CC(=O)O)CCCC2)c(C)c1	-0.6	20	2	-9	-4	-1	-3	0.1	2
COCCn1cnc2c1c(=O)n(CC#N)c(=O)n2Cc1ccccc1	-2.2	-8	-2	2	2	15	-4	0.3	4
COCCn1c(=O)[nH]c2cc(C(=O)Nc3cccc(F)c3)ccc2c1=O	-2.6	16	8	-5	1	10	9	-4.8	2
O=C(CN1C(=O)NC2(CCCCCC2)C1=O)Nc1ccc(Br)cc1Br	/	/	7	-2	/	/	-15	/	2
CCOc1ccc(CN2CCNC(=O)C2CC(=O)NCc2cc(C)n(C)n2)cc1 (stereo unspecified)	-4.0	1	-1	2	1	-18	8	-5.5	5
Cc1ccc(Nc2nc(-c3sc(NC(=O)c4cccc(Cl)c4)nc3C)cs2)cc1	-1.2	15	/	/	-17	-15	/	-2.8	-1
O=C(Nc1nccs1)c1cccc2ccccc12	-3.4	13	2	-4	-5	-3	-24	-2.0	-2
COc1cc(N)c(Cl)cc1Cl	-2.0	10	/	3	-5	-1	0	0.7	2
CCOC(=O)CN(C(=O)COc1nc(-c2ccccc2)cc(C)c1C#N)c1ccc(F)cc1	-0.8	2	4	-3	0	-15	-8	2.3	1
CCCOc1ccc(C(=O)NCC(c2cccs2)N(C)C)cc1OC (stereo unspecified)	-3.8	-3	1	-4	-5	12	8	-3.0	2

5 neighbouring compounds from above, for reference:
SMILES	IMP-1 inhibitor	SUMO HTRF inh	IDE act	GalR3 antag	NS3 helicase inh	p-CIP stab down	CRFR2-BP antag	VIM-2 inhibitor	IDE cell inh
Cc1cc(NC(=O)Nc2c[nH]c(=O)[nH]c2=O)ccc1Br	-1.6	30	4	-10	-12	-4	-8	-1.5	-5
Cc1cc(C)c2c(N)c(C(=O)N/N=C/c3cccnc3)sc2n1	-0.4	8	/	3	0	9	-9	1.1	1
COc1cc(Cl)ccc1OCc1cc(C(=O)N2CCN(C)CC2)no1	-1.5	4	-8	-8	-2	-3	-15	-0.5	1
O=C(Nc1ccc(O)cc1)c1ccc(NC(=O)c2ccco2)cc1	-2.7	-7	-1	-5	7	-5	-14	-0.8	3
Cc1oc(-c2cccs2)nc1CN1CCC(C(=O)N2CCCC2)CC1	-1.0	1	5	-1	-6	-1	-1	-2.8	2

Back to the main list; the four compounds before the break are reprinted first.
SMILES	IMP-1 inhibitor	SUMO HTRF inh	IDE act	GalR3 antag	NS3 helicase inh	p-CIP stab down	CRFR2-BP antag	VIM-2 inhibitor	IDE cell inh
O=C(Nc1nccs1)c1cccc2ccccc12	-3.4	13	2	-4	-5	-3	-24	-2.0	-2
COc1cc(N)c(Cl)cc1Cl	-2.0	10	/	3	-5	-1	0	0.7	2
CCOC(=O)CN(C(=O)COc1nc(-c2ccccc2)cc(C)c1C#N)c1ccc(F)cc1	-0.8	2	4	-3	0	-15	-8	2.3	1
CCCOc1ccc(C(=O)NCC(c2cccs2)N(C)C)cc1OC (stereo unspecified)	-3.8	-3	1	-4	-5	12	8	-3.0	2
O=S1(=O)N=C(N(CCO)/N=C/c2ccc(Br)cc2)c2ccccc21	-6.0	5	2	-10	-6	1	-8	-2.9	2
O=C(NCc1cn2ccsc2n1)c1cccs1	-4.5	8	-1	/	-12	3	-4	-3.4	3
COc1cc(/C=N/Nc2ccccc2)ccc1O	-1.4	20	-1	-10	1	-3	6	-0.7	-6
CC(=O)NNC(=S)Nc1cccc(F)c1	-2.8	10	/	-4	-3	6	1	-1.9	-1
COCCNC(=S)N1CCC(Cc2ccccc2)CC1	-3.8	-8	5	0	-8	0	4	-1.1	7
COC(=O)c1[nH]c2cc(OC)ccc2c1NC(=O)CN1CCC(C(N)=O)(N2CCCCC2)CC1	1.1	-20	2	-1	2	-1	7	-2.6	-1
FC(F)(F)c1ccc2c(c1)N1CCCC1CN2 (stereo unspecified)	-6.4	20	2	1	-8	-16	-19	-0.7	8
CN(C)S(=O)(=O)c1cccc(NC(=O)CC23CC4CC(CC(C4)C2)C3)c1	-3.4	-5	0	-3	1	-1	-2	-2.9	5
COc1cccc(CN2CCN(Cc3cccc4nonc34)CC2CCO)c1 (stereo unspecified)	-0.2	2	7	-5	-8	-2	31	-1.4	0
CCc1cccc(C)c1NC(=O)CN1C(=O)NC(Cc2ccccc2)C1=O (stereo unspecified)	-4.4	5	1	1	-3	-2	-7	-2.1	1
COc1ccc(C(c2c(NC(C)=O)sc3c2CCCC3)N2CCN(CCO)CC2)cc1OC (stereo unspecified)	0.7	16	5	0	-27	-12	-4	-0.8	2
O=C(NCC(=O)N(c1ccc(Cl)cc1)C(C(=O)NC1CCCC1)c1cccnc1)c1ccco1 (stereo unspecified)	-3.8	8	6	6	-2	3	-6	-2.5	2
O=C(O)c1ccc(S(=O)(=O)Nc2ccc3c(c2)OCCO3)cc1	-3.4	6	6	-3	-14	-12	4	-1.0	0
COc1ccc(C(=O)CC(=O)C(=O)Nc2ccccc2OC)cc1	-3.5	-3	-2	-3	29	-9	-1	-3.5	1
CCCCCCOc1ccc(N2C(=O)CC(NCc3ccc(S(N)(=O)=O)cc3)C2=O)cc1 (stereo unspecified)	-2.4	14	-2	-3	-14	-15	5	-3.2	3
COC(=O)CSc1nnc(-c2sc3cc(OC)ccc3c2Cl)n1C	-3.8	-7	2	-6	-4	-17	17	0.4	2
COc1ccccc1N1CCN(CC(O)COc2ccc(C)cc2C)CC1 (stereo unspecified)	-1.4	16	-1	-13	-59	-6	5	-1.4	-4
O=C(Nc1cccnc1)C1CC(c2ccccc2O)=NO1 (stereo unspecified)	-2.7	6	0	-8	-2	-7	8	-1.2	2
O=C1NC(=O)/C(=C/c2cccc([N+](=O)[O-])c2)N1	-1.8	6	7	-7	3	4	-1	0.4	-3
Cc1nnc(-c2ccc(Cl)cc2)[nH]c1=O	-1.4	12	3	-3	12	-4	-4	-3.4	1
Fc1ccc(NC(=S)Nc2ccc(Cl)cc2Cl)cc1	-0.8	-7	/	-7	-6	9	0	-2.1	-2
O=C(C1CC(c2ccc(F)cc2)=NO1)N1CCN(Cc2ccccc2)CC1 (stereo unspecified)	-0.1	11	2	-2	-11	-11	1	3.0	1
NC(=O)c1ccc(NC(=O)COC(=O)c2cccc(Oc3ccccc3)c2)cc1	-1.7	16	2	-5	-19	6	24	-1.0	4
COc1ccc(Nc2nc(Nc3ccc(OC)cc3OC)nc(N3CCN(C)CC3)n2)c(OC)c1	-1.8	-20	6	12	-83	-5	4	-2.7	-2
COc1ccc(-c2nnn(CC(=O)N3CCN(c4ccc(F)cc4)CC3)n2)cc1	-2.6	23	0	-5	-4	-8	-4	-3.2	-1
Cc1sc2nc(CN3CCCCC3)nc(N3CCN(C(=O)c4ccco4)CC3)c2c1C	-3.4	-3	-3	-8	8	13	8	-1.8	2
CC[C@@H](C)C(N)c1cn([C@@H](CCC(=O)O)C(=O)N2CCNCC2)nn1 (stereo partly specified)	-1.2	4	8	-5	-6	0	-4	1.5	0
COc1ccc(Nc2nc(NCC3CCCO3)c3ccccc3n2)c(OC)c1 (stereo unspecified)	-1.7	-15	1	-9	-20	1	15	-0.6	3
O=C(O)CC(NS(=O)(=O)Cc1ccccc1)c1cccc([N+](=O)[O-])c1 (stereo unspecified)	-2.3	-2	4	-4	-1	-2	-3	-2.3	/
Cn1c(SCc2ccccn2)nnc1-c1ccccc1	-1.8	8	6	-3	-6	-10	8	-2.8	-3
COc1ccc(NC(=S)NCCc2c[nH]c3ccccc23)c(OC)c1	-3.9	-16	-3	1	-2	-8	-3	-3.2	-1
N#CC1=C(S)N(c2ccccc2)C(c2cccs2)NC1=O (stereo unspecified)	-2.9	-17	-2	-11	11	-18	-8	-1.4	3
O=C(CNC(=O)c1nn(Cc2ccccc2)c(=O)c2ccccc12)Nc1ccc(F)c(F)c1F	/	/	3	-4	/	/	-9	/	13
O=C(CSc1nc(CCC2CCCC2)nc2ccccc12)NCc1ccc2c(c1)OCO2	-2.3	37	-1	-2	-9	5	32	-1.1	2
O=C(CCCN1C(=O)c2ccccc2C1=O)NCCc1ccc(OC(F)F)cc1	-2.9	2	-2	-10	-7	-1	0	-3.0	4
NC(=O)CSc1nnc(CNc2ccc(F)cc2)n1CC1CCCO1 (stereo unspecified)	0.4	4	9	-2	-4	11	-6	-1.2	1
NC(=O)c1nnsc1-c1ccc(-c2snnc2C(N)=O)cc1	-1.0	14	1	-7	2	15	4	2.3	5
CN(C)c1ccc(NC(=O)c2sc(SCC(=O)Nc3ccc(Br)cc3)nc2N)cc1	-0.1	55*	0	2	-5	-10	27	0.9	2
Cc1cccc(NCc2cc(Cl)cc(Cl)c2O)n1	-3.0	-32	4	-5	-3	-1	20	-1.4	-3

Rows are unselected; 3.2% or so of the library scored in one or more.
